High-throughput results as filed in PubChem.
PLC-gamma1 inh: inhibitors of human phospholipase C gamma1; P19174; purified PLC-gamma1, fluorogenic substrate, fluorescence; inhibition, % at 12.2 µM; hit rate 0.84% among 370,000; in the data active = inhibition above about 9.5%
TDP2 inh: TDP2 (human) inhibition, absorbance primary screen | inhibition, % at 12.8 µM | O95551 | recombinant TDP2, T5PNP hydrolysis, p-nitrophenol absorbance 415 nm | hit rate 0.34% among 370,000;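 active = inhibition above the mean of all tested compounds plus 3 SD, set per campaign, cut at about 25% in these data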;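 note: 0% = DMSO with enzyme and 100% = buffer with substrate but no TDP2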
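Test system: human TDP2 enzyme; Input: 120 nM TDP2 per well; Buffer or medium: Mg2+-containing Tris-HCl buffer, pH 7.5; Reagent: 5 mM T5PNP; Dosing: 12.8 µM single point, 1% DMSO; Incubation: reaction 2 h, 37 °C; Detection: p-Nitrophenol epi absorbance; Read-out: % inhibition relative to enzyme-containing and enzyme-free wells; Replicates: single well per compound.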
SIAE inh: inhibitors of human sialic acid acetylesterase SIAE | hit rate 0.69% among 370,000 | Q9HAT2 | inhibition, % at 9.66 µM | SIAE FP-Rh probe binding, fluorescence polarization;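 active = inhibition above a cutoff: mean of compounds within the control limits plus 3 SD of those, cut at about 17% in these data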;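 note: 0% = plate median of compound wells and 100% = probe without SIAE protein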
ARFGAP1 inhibitor: rat ARFGAP1 inhibition. hit rate 0.26% among 360,000. AID 651572. Q62848. Arfgap1-stimulated ARF1 GTP hydrolysis, GDP FP detection. inhibition, % at 16.5 µM;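 active = inhibition above a per-plate limit, mean inhibition of low control wells plus 3 SD, cut at about 25% in these data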;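 note: 0% = DMSO wells with enzyme and 100% = wells lacking Arfgap1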
Target sequence (Q62848 1-136 limits assumed): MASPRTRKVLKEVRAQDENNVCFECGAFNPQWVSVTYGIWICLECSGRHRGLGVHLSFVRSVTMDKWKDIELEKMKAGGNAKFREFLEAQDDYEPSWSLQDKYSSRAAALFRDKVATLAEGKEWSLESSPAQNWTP
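Material: rat Arfgap1 GAP domain (His6, aa 1-136), purified enzyme. Also added: human ARF1(Δ1-17)-GTP substrate. Compound dosing: 16.5 µM single point, 1.26% DMSO. Timing: enzyme reaction 120 min at 25 °C after 20 min preincubation. Signal: GDP detection by fluorescence polarization. Read-out basis: percent inhibition of GAP-stimulated GDP formation, scaled between DMSO and no-Arfgap1 medians.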
ADAM17 inh: inhibits human ADAM17; hit rate 0.83% among 370,000; recombinant ADAM17, EDANS/DABCYL FRET peptide cleavage; inhibition, % at 6.95 µM;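 active = inhibition above the mean of compounds lying between control limits plus 3 SD, set per campaign, cut at about 8.5% in these data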;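 note: 0% = DMSO-only wells as the low control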
ASAP1 inh: inhibitors of human ASAP1 ArfGAP activity | ASAP1-stimulated ARF1 GTP hydrolysis, GDP FP detection | Q9ULH1 | hit rate 0.19% among 360,000 | inhibition, % at 16.5 µM; in the data active = inhibition above about 25%;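 note: 0% = vehicle with enzyme and substrate and 100% = no enzyme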
Target sequence (Q9ULH1 325-724 limits assumed): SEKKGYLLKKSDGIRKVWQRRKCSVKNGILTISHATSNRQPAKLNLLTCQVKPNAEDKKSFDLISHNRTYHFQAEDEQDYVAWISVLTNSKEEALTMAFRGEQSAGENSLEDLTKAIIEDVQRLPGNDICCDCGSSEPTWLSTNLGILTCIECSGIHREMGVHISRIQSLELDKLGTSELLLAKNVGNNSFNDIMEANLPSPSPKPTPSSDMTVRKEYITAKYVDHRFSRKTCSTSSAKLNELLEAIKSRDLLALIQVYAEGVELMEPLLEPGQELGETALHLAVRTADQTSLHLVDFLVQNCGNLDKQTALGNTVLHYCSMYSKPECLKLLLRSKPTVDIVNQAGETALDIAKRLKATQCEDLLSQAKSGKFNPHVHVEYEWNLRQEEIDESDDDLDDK
DDE Tn6 FP inh: disrupts Tn6 cyclic peptide binding to fibrin D-Dimer-E complex. P02675. inhibition, % at 8.3 µM. Fibrin DD(E) TRITC-Tn6 fluorescence polarization displacement. hit rate 0.21% among 370,000;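 active = inhibition above a per-campaign cutoff: mean of compounds within control limits plus 3 SD, cut at about 15% in these data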;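 note: 0% = median of all compound wells on the plate and 100% = blocking peptide control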
Target sequence (P02675 whole entry, looked up): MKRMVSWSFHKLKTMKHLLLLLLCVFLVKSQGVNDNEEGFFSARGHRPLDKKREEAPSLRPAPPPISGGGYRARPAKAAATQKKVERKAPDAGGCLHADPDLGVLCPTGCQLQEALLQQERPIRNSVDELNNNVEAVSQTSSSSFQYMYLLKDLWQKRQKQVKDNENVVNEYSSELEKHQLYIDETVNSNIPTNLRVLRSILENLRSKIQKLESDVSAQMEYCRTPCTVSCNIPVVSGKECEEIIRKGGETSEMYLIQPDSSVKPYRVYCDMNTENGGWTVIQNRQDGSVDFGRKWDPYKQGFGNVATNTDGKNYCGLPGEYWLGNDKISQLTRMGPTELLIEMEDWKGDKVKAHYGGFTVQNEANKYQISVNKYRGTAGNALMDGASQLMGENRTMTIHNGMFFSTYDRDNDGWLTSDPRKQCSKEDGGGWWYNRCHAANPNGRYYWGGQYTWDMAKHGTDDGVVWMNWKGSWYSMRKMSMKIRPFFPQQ
PLCb3 inh: inhibitors of human phospholipase C beta3. Purified PLC-beta3, fluorogenic substrate, fluorescence. AID 720704. inhibition, % at 12.2 µM. Q01970. hit rate 0.18% among 370,000; in the data active = inhibition above about 11%;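 note: 0% = median of compound wells on plate and 100% = full blocker control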
Tn7 DDE FP: inhibitors of Tn7 peptide binding to human fibrin DD(E); FP displacement of FITC-Tn7 peptide from fibrin DD(E); 0% = median of compound wells per plate; AID 720508; inhibition, % at 8.3 µM; hit rate 0.13% among 370,000;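 active = inhibition above the mean of compounds falling within the control limits plus 3 SD of them, cut at about 14% in these data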;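 note: 0% = plate median of compound wells and 100% = 10 µM Aha-Tn7 peptide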
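Assay system: Human fibrin DD(E) protein | Medium: Tris buffer with calcium and detergent, pH 7.8 | Reagent: 0.1 µM fluorescent Tn7 | Compound dosing: Single point at 8.3 µM | Times: 10 min preincubation, 3 h with tracer, room temperature | Detection: Fluorescence polarization of the labelled Tn7 tracer | Controls: Aha-Tn7 high control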
ADAM10 inh: inhibits human ADAM10. hit rate 0.62% among 370,000. recombinant ADAM10, EDANS/DABCYL FRET peptide cleavage, 3 h. O14672. inhibition, % at 7 µM;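 active = inhibition above a per-campaign cutoff equal to the mean of compounds falling between control-based bounds plus 3 SD, cut at about 20% in these data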;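 note: 0% = DMSO wells while the 100% control is not disclosed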
* hit, by the source's call; i = inactive; nt = no result given.

| canonical_smiles | PLC-gamma1 inh | TDP2 inh | SIAE inh | ARFGAP1 inhibitor | ADAM17 inh | ASAP1 inh | DDE Tn6 FP inh | PLCb3 inh | Tn7 DDE FP | ADAM10 inh |
| --- | --- | --- | --- | --- | --- | --- | --- | --- | --- | --- |
| CCOC(=O)[C@]12CCCC=C1N(Cc1ccc3c(c1)OCO3)C(=O)[C@H](CC(=O)NCCC(C)C)C2 | 0 | -5 | 8 | 10 | -2 | -7 | -9 | 0 | -1 | 2 |
| Cc1cccc(OCc2nnc(SCC(=O)Nc3cccc(C(=O)N4CCOCC4)c3)o2)c1C | -1 | 11 | -4 | 6 | -4 | 4 | -1 | -4 | 7 | -6 |
| Cc1ccc(-c2[nH]c3cc(C(=O)NCCCn4ccnc4)ccc3c(=O)c2O)cc1 | i | 1 | 18* | 6 | -46 | 17 | -12 | i | -7 | -157 |
| COc1ccc(CN2C(=O)N(c3ccccc3)C(=O)C2CC(=O)Nc2ccccc2)cc1OC (stereo not drawn) | 2 | 0 | -7 | -4 | 1 | -7 | 3 | 5 | -1 | -2 |
| COc1ccccc1C(=O)Nc1ccc2c3c(cccc13)CC2 | -4 | -3 | 5 | 1 | 0 | 0 | 3 | -6 | -4 | -26 |
| CCOP(=O)(OCC)c1nc(-c2ccc(Cl)cc2Cl)oc1N1CCCCC1 | -12 | -19 | 3 | -20 | -14 | 4 | 2 | -26 | -5 | -39 |
| CC1=C(C(=O)N2CCCCC2)C(c2cccs2)NC(=O)N1 (stereo not drawn) | -9 | 12 | 2 | 1 | -7 | 9 | -1 | -9 | -4 | -8 |
| Cc1cc(NC(=O)c2cccs2)n(-c2ccccc2)n1 | 1 | -2 | -1 | 5 | -2 | -6 | 2 | 4 | 0 | 2 |
| S=C(NCCc1ccccc1)NCC(c1ccco1)N1CCCCC1 (stereo not drawn) | 1 | -1 | -12 | 6 | 0 | 3 | -3 | 3 | -2 | -1 |
| O=C(NN=Cc1cc(Cl)ccc1[N+](=O)[O-])c1cccc2ccccc12 | -10 | -1 | 2 | -10 | -6 | -18 | -3 | -15 | -5 | -11 |
| CC(C)(C)C(=O)Nc1cccc(-c2cc(-c3c(Cl)cccc3Cl)no2)c1 | -1 | -7 | -1 | 0 | -2 | -1 | -1 | -1 | 1 | 8 |
| Cc1cc(NNC(=O)c2cccc(C(F)(F)F)c2)nc2c1c(C)nn2C | -1 | -6 | 5 | -10 | -3 | -7 | 0 | -8 | 2 | -3 |
| COc1cccc(C(=O)NCCS(=O)(=O)N(C)C2CCCCC2)c1 | 6 | 6 | 5 | -15 | -2 | 3 | 3 | -5 | 0 | 2 |
| COCCn1nnnc1CN1C2CCCC1CC(NC(C)=O)C2 (stereo not drawn) | 1 | 1 | 0 | -3 | -4 | -4 | 10 | 0 | 1 | -3 |
| Cc1ccc(-n2c(SCC(=O)NN=Cc3c[nH]c4ccccc34)nnc2-c2ccccc2)cc1 | 4 | -9 | -1 | nt | 1 | nt | -1 | -7 | 1 | 11 |
| COc1ccc(C2CC(c3ccccc3)=NN2C(=O)COC(=O)c2cccc(N)c2)cc1 (stereo not drawn) | -25 | 2 | 12 | -11 | -11 | 2 | 3 | -35 | 3 | -34 |
| CCN(CC)c1ccc2c(c1)C(=O)N(C)C2=O | -91 | -4 | 1 | 10 | -2 | 1 | 11 | -108 | -1 | 2 |
| CNC(=O)C1Cc2c(-c3cccc(F)c3)ccnc2O1 (stereo not drawn) | 16* | -18 | -2 | 6 | 7 | 0 | 1 | 4 | 3 | 6 |
| CC(OC(=O)c1cc[n+]([O-])cc1)C(=O)Nc1ccc(Cl)cn1 (stereo not drawn) | 1 | 3 | -3 | 1 | -3 | -6 | -3 | 3 | -2 | 5 |
| Cc1ccc(NC(=O)CCNC(=O)c2ccc([N+](=O)[O-])cc2)cc1S(=O)(=O)N1CCOCC1 | -1 | -17 | -2 | 21 | 4 | -17 | 2 | -9 | -2 | 6 |
| CCc1ccc(C(=O)NC2CCCCC2)s1 | -1 | 3 | -1 | -2 | -1 | 0 | 3 | 1 | 1 | 5 |
| Cc1ccc2c(c1)N(CC(=O)NC1CCCc3ccccc31)C(=O)CO2 (stereo not drawn) | -4 | -10 | -1 | 15 | -3 | 0 | -8 | -2 | 3 | -7 |
| Cc1ccc([N+](=O)[O-])cc1S(=O)(=O)Nc1ccc(OCC(=O)N2CCOCC2)cc1 | 0 | 7 | -1 | -1 | -6 | -14 | 5 | -4 | -3 | -1 |
| CC(C)CCN1C(=O)c2cccc3c(N)ccc(c23)C1=O | i | -11 | 14 | 13 | -9 | 13 | 8 | i | 49* | -37 |
| COc1ccc(CCN(Cc2nc(-c3ccccc3)no2)Cc2nc(-c3ccccc3)no2)cc1OC | -1 | 5 | 0 | -10 | -1 | -10 | 2 | 0 | 2 | -1 |
| Cc1ccc(C(=O)Nc2cccc(C(F)(F)F)c2)cc1NC(=O)c1c[nH]c2cc(C(F)(F)F)ccc2c1=O | 3 | -12 | -7 | 0 | 0 | -4 | -5 | 3 | -2 | 4 |
| COc1ccc(NC(C)=O)cc1S(=O)(=O)N1CCN(C/C=C/c2ccccc2)CC1 | 7 | -10 | 5 | 8 | 3 | 3 | -5 | -1 | 1 | 12 |
| O=C(NC1CCCCN(Cc2cccc(F)c2)C1=O)c1cccc(C(F)(F)F)c1 (stereo not drawn) | 0 | -1 | 6 | nt | 2 | nt | -5 | 0 | -3 | 5 |
| CCOC(=O)Cn1nc(C)n(-c2ccccc2)c1=O | 2 | 1 | -7 | -1 | 0 | 6 | -1 | 4 | -4 | 2 |
| COc1cc(NC(=O)Cn2nc(C(F)(F)F)c(Br)c2C)cc([N+](=O)[O-])c1 | 3 | 2 | 4 | 12 | -2 | 8 | 2 | 3 | -5 | 2 |

Single records (already shown). Values in the order: PLC-gamma1 inh | TDP2 inh | SIAE inh | ARFGAP1 inhibitor | ADAM17 inh | ASAP1 inh | DDE Tn6 FP inh | PLCb3 inh | Tn7 DDE FP | ADAM10 inh
Results for `Cc1cccc(OCc2nnc(SCC(=O)Nc3cccc(C(=O)N4CCOCC4)c3)o2)c1C` = -1 | 11 | -4 | 6 | -4 | 4 | -1 | -4 | 7 | -6
Results for `CC1=C(C(=O)N2CCCCC2)C(c2cccs2)NC(=O)N1` (stereo not drawn) = -9 | 12 | 2 | 1 | -7 | 9 | -1 | -9 | -4 | -8

Continuation:
| canonical_smiles | PLC-gamma1 inh | TDP2 inh | SIAE inh | ARFGAP1 inhibitor | ADAM17 inh | ASAP1 inh | DDE Tn6 FP inh | PLCb3 inh | Tn7 DDE FP | ADAM10 inh |
| --- | --- | --- | --- | --- | --- | --- | --- | --- | --- | --- |
| CCOc1ccc2nc(NC(=O)c3ccc(S(=O)(=O)N4CCOCC4)cc3)sc2c1 | -2 | 3 | 1 | 1 | -7 | -14 | -6 | -1 | -4 | -6 |
| COc1ccc(OC)c(C(=O)CSc2nnc(-c3cccs3)n2C)c1 | -1 | 10 | -4 | 12 | -6 | -8 | 2 | 2 | 7 | 2 |
| CC(C)(C)NC(=O)C(c1ccccc1)n1c(-c2ccc(-c3ccccc3)cc2)nc2ccccc21 (stereo not drawn) | -1 | 3 | -6 | -3 | -1 | -4 | 1 | 1 | -2 | -13 |
| COc1ccc(N2CCN(CC(O)COc3ccc([N+](=O)[O-])cc3)CC2)cc1 (stereo not drawn) | 1 | 0 | 9 | 3 | 0 | 5 | 9 | 2 | 0 | -2 |
| CC(C)c1onc(C(=O)NCCc2ccccc2)c1[N+](=O)[O-] | 2 | 0 | 5 | 8 | -1 | 8 | -2 | 1 | -7 | 9 |
| CC1(C)N=C2C(=[N+]1[O-])CCC/C2=N\O | 0 | 1 | 2 | 14 | -3 | -6 | -6 | 2 | 0 | 4 |
| CC1(C)CC(=O)C2=C(C1)NC1=C(C(=O)c3ccccc31)C2c1ccc(Cl)cc1 (stereo not drawn) | -1 | -22 | 30* | 0 | 6 | 13 | -2 | 4 | 3 | 9 |
| Cn1c(=O)c2c(nc(CN3CCN(CCO)CC3)n2CCc2ccccc2)n(C)c1=O | 1 | 1 | 0 | 4 | -6 | -5 | -1 | -3 | 4 | -5 |

Six entries picked at random from those above:
| canonical_smiles | PLC-gamma1 inh | TDP2 inh | SIAE inh | ARFGAP1 inhibitor | ADAM17 inh | ASAP1 inh | DDE Tn6 FP inh | PLCb3 inh | Tn7 DDE FP | ADAM10 inh |
| --- | --- | --- | --- | --- | --- | --- | --- | --- | --- | --- |
| CCOc1ccc2nc(NC(=O)c3ccc(S(=O)(=O)N4CCOCC4)cc3)sc2c1 | -2 | 3 | 1 | 1 | -7 | -14 | -6 | -1 | -4 | -6 |
| COc1ccc(N2CCN(CC(O)COc3ccc([N+](=O)[O-])cc3)CC2)cc1 (stereo not drawn) | 1 | 0 | 9 | 3 | 0 | 5 | 9 | 2 | 0 | -2 |
| COc1ccc(OC)c(C(=O)CSc2nnc(-c3cccs3)n2C)c1 | -1 | 10 | -4 | 12 | -6 | -8 | 2 | 2 | 7 | 2 |
| Cn1c(=O)c2c(nc(CN3CCN(CCO)CC3)n2CCc2ccccc2)n(C)c1=O | 1 | 1 | 0 | 4 | -6 | -5 | -1 | -3 | 4 | -5 |
| CC1(C)N=C2C(=[N+]1[O-])CCC/C2=N\O | 0 | 1 | 2 | 14 | -3 | -6 | -6 | 2 | 0 | 4 |
| CC1(C)CC(=O)C2=C(C1)NC1=C(C(=O)c3ccccc31)C2c1ccc(Cl)cc1 (stereo not drawn) | -1 | -22 | 30* | 0 | 6 | 13 | -2 | 4 | 3 | 9 |

Results in SIAE inh (2 entries from above):
| Compound | SIAE inh |
| --- | --- |
| CC(C)c1onc(C(=O)NCCc2ccccc2)c1[N+](=O)[O-] | 5 |
| COc1ccc(N2CCN(CC(O)COc3ccc([N+](=O)[O-])cc3)CC2)cc1 (stereo not drawn) | 9 |
